Screening data: PubChem, several laboratories
GSK3B inh – human GSK3beta kinase inhibition; P49841; hit rate 0.038% among 300,000; activity score (negative = inhibition), % at 10 µM; GST-GSK3beta kinase, ADP-Glo luminescence, 60 min; stronger effect = lower value; AID 2097;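 active = more than half of replicate wells score below -50%, meaning over 50% inhibition versus plate controls; inconclusive = some replicates but at most half score below -50%; inactive = no replicate scores below -50%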;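 note: 0% = median DMSO wells and -100% = median GW8510 positive control wells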
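Test system: GST-fused GSK3beta enzyme, cell-free | Quantity: 1.6 ng GST-GSK3beta enzyme per well | Reagent: 25 µM ATP with peptide substrate | Schedule: 60 min enzyme reaction, room temperature | Signal: Luminescent ADP-Glo measurement of ADP formed | Read-out basis: Score relative to plate controls | Control set: DMSO and 20 µM GW8510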
HSP90 refold inh – inhibitors of HSP90 luciferase refolding in rabbit reticulocyte lysate; luciferase refolding luminescence, 3 h; inhibition, % at 5.6 µM; hit rate 0.91% among 290,000; AID 1789;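 active = inhibition above the screen-wide mean plus 3 SD, computed separately per campaign, cut at about 16% in these data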;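 note: 0% = DMSO wells and 100% = 60 µM geldanamycin wells; inhibitors lower the luminescence because luciferase stays unfolded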
HSF1 inh – HSF1 inhibition. AID 2098. NIH3T3-HGL HSE-luciferase, MG132-induced, luminescence 8 h; stronger effect = lower value. hit rate 0.77% among 300,000. activity change, negative = inhibition, % at 7.5 µM (by protocol);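 active = more than half of replicate wells show activity change below -50%, luminescence cut by over half; inconclusive = some wells, but at most half, below -50%; inactive = no replicate well below -50%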;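 note: luciferase reports HSF-1 transcriptional activity via heat shock element; 0% = median of DMSO wells and -100% = zero luminescence signal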
GSK3A inh – inhibitors of human GSK-3 alpha kinase; P49840; ADP-Glo luminescence, 60 min; inhibition, % at 10 µM; hit rate 0.1% among 320,000; AID 2650;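 in the data active = inhibition above about 50%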;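 note: GST-tagged GSK-3 alpha with peptide substrate and 25 µM ATP; 0% = DMSO neutral wells and 100% = GW8510 positive control wells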
Target sequence (P49840 whole entry, looked up): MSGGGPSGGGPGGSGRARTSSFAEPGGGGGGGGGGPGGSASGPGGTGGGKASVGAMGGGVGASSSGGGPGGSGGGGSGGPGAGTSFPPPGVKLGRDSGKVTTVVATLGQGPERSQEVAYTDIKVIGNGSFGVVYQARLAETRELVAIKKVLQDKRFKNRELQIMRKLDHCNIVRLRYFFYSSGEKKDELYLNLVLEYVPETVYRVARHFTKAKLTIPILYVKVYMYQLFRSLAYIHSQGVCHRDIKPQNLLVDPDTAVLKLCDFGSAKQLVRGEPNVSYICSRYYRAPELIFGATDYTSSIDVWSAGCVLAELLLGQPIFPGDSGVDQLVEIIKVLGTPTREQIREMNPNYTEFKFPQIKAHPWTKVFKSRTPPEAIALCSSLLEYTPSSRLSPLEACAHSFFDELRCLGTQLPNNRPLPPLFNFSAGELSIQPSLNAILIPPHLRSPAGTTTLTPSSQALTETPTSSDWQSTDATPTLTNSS
HDAC3 inh – human HDAC3 inhibition; O15379; recombinant HDAC3, fluorogenic peptide/trypsin coupled, fluorescence; inhibition, % at 8.3 µM; hit rate 0.15% among 320,000; in the data active = inhibition above about 26%, passing the limit was not always enough; inconclusive = no clear call, values can overlap the other calls
Target sequence (O15379 whole entry, looked up): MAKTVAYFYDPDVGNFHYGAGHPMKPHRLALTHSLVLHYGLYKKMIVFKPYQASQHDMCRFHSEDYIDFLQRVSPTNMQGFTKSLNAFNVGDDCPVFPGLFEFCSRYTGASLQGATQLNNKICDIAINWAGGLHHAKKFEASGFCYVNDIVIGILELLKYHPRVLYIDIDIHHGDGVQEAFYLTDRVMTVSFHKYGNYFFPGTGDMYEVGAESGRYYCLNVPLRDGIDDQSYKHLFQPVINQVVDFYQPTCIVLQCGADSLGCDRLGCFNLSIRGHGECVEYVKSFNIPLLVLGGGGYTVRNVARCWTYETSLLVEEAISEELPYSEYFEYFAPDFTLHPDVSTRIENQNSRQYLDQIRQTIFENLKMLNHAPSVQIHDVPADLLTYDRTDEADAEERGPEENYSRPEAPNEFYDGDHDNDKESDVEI
Dyrk1A ADPGlo – Dyrk1A (rat) kinase inhibition | AID 504441 | inhibition, % at 12.5 µM | hit rate 0.43% among 310,000 | ADP-Glo luminescence, NFATc1 peptide; in the data active = inhibition above about 50%;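 note: plate controls were vehicle with enzyme for no effect and no enzyme for full effect; many of its hits are not listed in these tables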
PolyA inh – inhibitors of polyadenylation in S. cerevisiae. hit rate 0.02% among 300,000. calls only at 12 µM. AID 1875. S. cerevisiae SKY197-pL101 polyadenylation reporter, beta-gal luminescence; efflux-impaired pdr1/pdr3 knockout yeast; score 100 = 6 SD above DMSO;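 active = lowest replicate activity score at least 50, where 100 means six control SD above control mean; inconclusive = lowest score under 50 but half or more replicates reach 50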;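 note: yeast exposed to compound for 9 h at 30 °C; higher score means more reporter readthrough which indicates perturbed polyadenylation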
HSF1 activator – increases HSF-1 driven luciferase reporter signal; activation, % at 9 µM; hit rate 1.7% among 300,000; NIH3T3-HGL HSF-1 luciferase reporter, MG132, 8 h; 100% = twice DMSO control signal;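 active = mean replicate activation of at least 50% with a set share of replicates each reaching 50%; inconclusive = only one of those two conditions met; inactive = mean below 50% and too few replicates reaching it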;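 note: 0% = median of the neutral control wells and 100% = twice that signal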
Platelet DG rel – modulates dense granule release in human platelets | hit rate 0.22% among 300,000 | human platelet-rich plasma, SFLLRN dense granule ATP release, luminescence | inhibition, %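 (compounds screened at 7.5 µM in platelet-rich plasma)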;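 active = mean replicate score, as percent of positive control, at or above 50; inconclusive = mean below 50 but at least one replicate at or above 50; inactive = mean and every replicate below 50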
AI-2 QS mod – modulates the Vibrio harveyi AI-2 quorum sensing system | activity change, % at 7.5 µM | Vibrio harveyi JMH597 AI-2 luminescence/OD600 ratio, 9 h; stronger effect = lower value; strain lacks LuxN and CqsS sensors; 0 = neutral-control median | hit rate 0.4% among 300,000; in the data active = activity change below about -75%, passing the limit was not always enough; inconclusive = no clear call, values can overlap the other calls;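 note: luminescence divided by OD600 gain over 9 h not by final OD600 alone; inactives centre near 13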
The depositor's hits bear a star; i = inactive; u = inconclusive; x = not tested or not shown.

SMILES	GSK3B inh	HSP90 refold inh	HSF1 inh	GSK3A inh	HDAC3 inh	Dyrk1A ADPGlo	PolyA inh	HSF1 activator	Platelet DG rel	AI-2 QS mod
COc1ccc(C2NC(=O)c3ccccc3O2)cc1OC (centres undefined)	1	3	0	-1	4	0	i	17	-11	1
C=CCn1c(SCC(=O)N2CCOCC2)nc2sc3c(c2c1=O)CCCC3	x	-5	4	4	-3	3	i	12	-1	x
CCCCCCn1c(=O)c(Cc2ccccc2)c(O)c2ccccc21	1	4	6	0	2	-29	i	15	-2	20
CCOc1ccc(C(=O)Nc2ccc(CN3CCOCC3)cc2)cc1Cl	-2	-4	1	-2	2	-2	i	-11	0	7
O=C(CN1CCCC1)Nc1c2c(cc3c1CCC3)CCC2	3	-4	-64*	-1	1	-2	i	-71	-13	1
O=C(CCc1nc(-c2ccccc2F)no1)Nc1cccnc1	-21	6	-8	0	0	-5	i	0	-5	29
NC(=O)CC(NC(=O)Cc1ccc(Cl)cc1)c1ccc(NCCc2ccccc2F)c([N+](=O)[O-])c1 (centres undefined)	-2	x	1	0	3	4	i	-13	8	15
O=Cc1c(N2CCOCC2)nc2ccccn2c1=O	0	7	1	-3	4	1	i	-4	8	8
O=C(O)c1ccc2c(=O)n3c(nc2c1)/C(=C/c1ccc(Cl)c(Cl)c1)CC3	2	-3	-2	2	-3	-8	i	-12	1	11
COc1ccc(N2CCN(CNC(=O)c3ccccc3)CC2)cc1	0	4	-5	13	-9	4	i	3	1	18
O=C(c1ccc(Cl)s1)N1CCN(c2nc3ccccc3s2)CC1	3	4	-1	-1	-14	-5	i	-4	-10	19
C=C(C)CCC(C)N1CCC(n2nccc2NC(=O)CCCc2ccccc2)CC1 (centres undefined)	0	0	5	2	-1	-3	i	18	-9	-14
CCOc1ccc(CSCCNC(=S)Nc2ccc(OC)cc2)cc1	-1	3	0	5	6	6	i	1	-1	11
CCOC(=O)N1CCN(S(=O)(=O)N2CCCC(C(=O)NCCc3ccc(OC)c(OC)c3)C2)CC1 (centres undefined)	0	-10	3	-1	-7	-1	i	2	4	26
CCOC(=O)Cn1c(C)cc(COC)c(C#N)c1=O	2	1	-2	0	4	-3	x	-7	6	66
OCCNc1nc(Nc2ccccc2OC(F)(F)F)nc(N2CCCC2)n1	0	x	-2	0	-4	-17	i	3	-1	7
Cc1onc(-c2ccccc2Cl)c1C(=O)Nc1ccc(-c2nnc3n2CCCCC3)cc1	-1	0	-5	-7	-2	13	i	-6	-2	21
COc1cc(NC(=O)c2cc(C)on2)cc(OC)c1OC	-8	2	-16	0	-2	-5	i	-4	-3	9
Cn1c(SCC(=O)O)nnc1-c1cccc(NC(=O)c2cccc3ccccc23)c1	1	7	4	4	8	0	i	12	3	16
CCCNS(=O)(=O)c1ccc(OCC(=O)NCCC2=CCCCC2)cc1	0	5	-6	0	2	4	i	0	0	24
CC(=O)Nc1ccnn1C1CCN(C(=O)c2cccc(C)c2C)CC1	2	2	-6	-1	4	0	i	18	-6	-9
Cc1cc(C(=O)Nc2nc(C)c(C(=O)N(C)C)s2)ccc1[N+](=O)[O-]	1	11	-19	-2	7	2	i	-28	-3	-8
Cc1cccn2c(=O)c3cc(C(=O)N4CC(C)CC(C)C4)sc3nc12 (centres undefined)	1	-2	-6	-2	-9	-6	i	-5	2	37
CC(C(=O)Nc1sccc1C(N)=O)N1C(=O)C2CC=CCC2C1=O (centres undefined)	4	-1	x	1	4	5	i	x	x	8
C=CCn1c(CCNC(=O)c2cccs2)nnc1SCC(=O)c1cccc([N+](=O)[O-])c1	2	3	6	0	-5	-10	i	0	-2	14
Cn1c(-c2ccc(Cl)nc2)nc2ccccc21	-1	2	3	1	-13	0	i	19	5	2
CCN(CC)S(=O)(=O)c1cccc2cccnc12	2	0	3	0	1	1	i	13	3	11
CSc1nc2c(c(=O)n1-c1ccccc1)SCC2	0	-3	-4	1	3	3	i	2	2	20
CCOc1ccccc1N1CC(C(=O)Nc2cc(Cl)ccc2-n2cncn2)CC1=O (centres undefined)	2	x	-1	0	2	-1	i	-11	-2	-6
CC1(C)NC(=O)N(CCOc2ccc3c(c2)CCC3)C1=O	1	8	6	3	u	1	i	-1	8	21
C=CCNC(=O)C1CC1(c1cccc(C)c1)c1cccc(C)c1 (centres undefined)	0	x	0	-1	-2	x	i	-11	2	17
CN(Cc1cc2cc(F)ccc2[nH]1)Cc1nc(-c2cnccn2)no1	0	0	-10	-4	-3	-1	i	3	2	20
CN(C)S(=O)(=O)Oc1ccc(C(=O)Nc2ccc([N+](=O)[O-])cc2)cc1	1	1	-2	-1	-7	-4	i	-4	3	18
CC(=O)c1cccc(NC(=O)c2cc(=O)c3ccccc3o2)c1	x	1	10	-2	5	0	i	7	-3	x
O=C(NC(=O)N1CCOCC1)c1ccccc1	1	1	-6	-5	-5	0	i	0	3	15
O=C(CCCC(=O)N1CCN(c2ccccc2F)CC1)N1CCN(c2ccccc2F)CC1	0	-2	-11	-3	7	8	i	-11	1	12
Cc1ccc(S(=O)(=O)NCC(=O)OCC(=O)NCCc2ccccc2)cc1	-1	x	-7	0	1	-6	i	-15	28	15
CS(=O)(=O)N(Cc1cccc(CN(C(C(=O)O)c2ccccc2)S(C)(=O)=O)c1)C(C(=O)O)c1ccccc1 (centres undefined)	3	-5	0	2	-4	-1	i	-1	-2	-4
O=C(CCCc1nc2ccccc2s1)Nc1ccc(N2CCOCC2)cc1	-3	5	3	0	-5	-4	i	4	-7	1
COc1ccc2oc(C(=O)OCc3c(C)noc3C)c(C)c2c1	3	-2	22	x	-5	-3	i	20	-3	-9
CCCOc1ccc(/C(O)=C2/C(=O)C(=O)N(CCN(C)C)C2c2ccc(O)c(OC)c2)cc1 (centres undefined)	-6	7	-77*	x	x	-7	i	-80	1	12
Cn1ccnc1COc1ccc(C=O)cc1	2	0	-2	-3	-5	-3	i	8	7	12
CN(C)/C=N/c1nc2nccc(-c3cccc(Cl)c3)n2n1	-1	-6	-1	-1	-12	-3	i	-4	-1	25
CCN(CC)c1ccc2nc3ccccc3[n+](CC)c2c1	x	15	-13	11	12	9	i	-21	3	x
COc1ccc(C(C)=O)cc1Cn1nc(C)c([N+](=O)[O-])c1C	-1	-1	6	-1	1	8	i	0	-5	20
CC1=C(C(=O)OCC(C)C)C(c2ccc(Br)s2)NC(=O)N1 (centres undefined)	2	1	17	-4	6	-3	i	3	-2	-49
Cc1ccc(C23CC4CC(CC(C(=O)N5CCOCC5)(C4)C2)C3)cc1	2	6	x	-1	15	-4	i	x	-8	11
CCC(Sc1nncn1C)C(=O)Nc1ccccc1OC (centres undefined)	-1	2	-6	0	2	-4	i	-5	0	11
COc1ccc(N(CC(=O)NCc2ccc(F)cc2)C(=O)Cn2nnc(-c3ccc(C)o3)n2)cc1OC	x	49*	-87*	-2	-4	-1	i	-90	-3	x
Cc1cc(N2CCOCC2)nc2ccc(NC(=S)N3CCN(c4ccccc4)CC3)cc12	6	3	6	1	x	-2	i	22	0	20
Fc1ccc(OCc2nc(-c3ccc(Br)o3)no2)c(F)c1	2	-1	4	-3	3	2	i	17	-11	-52
CCN(CC)C(=O)CN(C#N)c1nc(C)cc(C)n1	-1	0	-1	1	1	4	i	20	1	7
COc1ccc(N2CCN(CCCNC(=O)CN3CCN(Cc4ccccc4C)C3=O)CC2)cc1	3	-3	-5	x	2	-39	i	-3	-4	10
CCc1noc(C)c1C(=O)N1CCN(S(=O)(=O)c2c(C)c(C)cc(C)c2C)CC1	2	x	10	-2	-4	x	i	-3	6	27
Fc1cccc(CN2CCSCC2)c1	0	-2	-10	-1	-3	12	i	10	4	-9
CC(C)n1nc(C(=O)Nc2ccccc2N2CCOCC2)c2ccccc2c1=O	-3	-3	6	-1	15	-1	i	12	u	34
Cc1cccc(C)c1N(CC(=O)N(C)Cc1ccccc1)S(C)(=O)=O	0	0	1	0	-1	-4	i	-16	4	5
COc1ccc(OC)c(CNc2c(C=O)c(=O)[nH]c3ccccc23)c1	-1	-3	1	2	-3	-3	i	3	-1	14
CCn1c2ccccc2c2cc(NC(=O)c3ccc(Br)o3)ccc21	-6	3	8	x	2	0	i	-6	2	13
Cc1ccc(/C(O)=C2\C(=O)C(=O)N(CC(C)O)C2c2ccccn2)cc1 (centres undefined)	-25	-2	-10	1	0	2	i	4	-1	9

Two compounds from above with just AI-2 QS mod.
Compound	AI-2 QS mod
COc1ccc(C(C)=O)cc1Cn1nc(C)c([N+](=O)[O-])c1C	20
CCn1c2ccccc2c2cc(NC(=O)c3ccc(Br)o3)ccc21	13

The results go on.
SMILES	GSK3B inh	HSP90 refold inh	HSF1 inh	GSK3A inh	HDAC3 inh	Dyrk1A ADPGlo	PolyA inh	HSF1 activator	Platelet DG rel	AI-2 QS mod
CCCCCOC(=O)Cn1c(N2CCCCCC2)nc2c1c(=O)[nH]c(=O)n2C	-2	-5	-4	0	2	15	i	-1	4	24
Cc1ccccc1NC(=O)c1cccc(N2C(=O)C3CCC(C)CC3C2=O)c1 (centres undefined)	2	-4	2	-2	-2	3	i	5	-3	21
CCOC(=O)c1cnc(SCC(=O)Nc2ccc(N3CCOCC3)c(Cl)c2)nc1N	-2	3	-9	x	-9	1	i	-6	-4	30
CCN1CCN(C(c2ccccn2)c2c(NC(=O)c3ccccc3)sc(C)c2C)CC1 (centres undefined)	2	33*	4	1	1	0	i	-5	5	16
C=C1CCN(c2ccc(C(=O)NCc3ccc(OC)cc3)cc2[N+](=O)[O-])CC1	3	x	11	0	6	x	i	31	1	5
CN(C)CCCN(C(=O)c1ccc(S(=O)(=O)N2CCCCCC2)cc1)c1nc2ccc(Br)cc2s1	3	4	-16	-2	x	0	i	-19	15	6
COc1ccc(CN2CCCC(CO)(Cc3ccc(F)cc3F)C2)cc1 (centres undefined)	6	-2	5	-3	-7	0	i	6	-4	24
O=C(O)C(Cc1c[nH]c2ccccc12)NS(=O)(=O)c1ccc(Cl)cc1 (centres undefined)	5	-2	-7	-2	-6	1	i	-12	-1	-2
Cc1nnc(Sc2cc(C(=O)NC3CC3)c3ccccc3n2)s1	-2	1	-9	-2	-4	5	i	-3	1	2
C=CCn1c(N)c(C(=O)NCCC2=CCCCC2)sc1=S	-3	-6	15	-3	1	-6	i	22	-5	37
N#Cc1nc(Cc2ccccc2)oc1N1CCN(c2ccccc2)CC1	0	1	-1	-2	6	5	i	0	8	18
Cc1cc2nc(C)c(Cc3ccccc3)c(=O)n2[nH]1	2	0	-17	-3	-11	7	i	-15	-8	21
O=C(NCCCn1ccnc1)/C(=C\c1cccs1)NC(=O)c1ccco1	1	2	-8	-2	8	1	x	-2	21	27

This is a subset (hit frequency here may not be typical).
